ADAM10 inh – human ADAM10 inhibitors, primary screen, biochemical, QFRET, HTS. inhibition, % at 7 µM. AID 720582, 2013. recombinant ADAM10, EDANS/DABCYL FRET peptide cleavage, 3 h. Disintegrin and metalloproteinase domain-containing protein 10 (Homo sapiens), O14672. actives 0.62% (n = 370,000);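 active = inhibition above a per-campaign cutoff equal to the mean of compounds falling between control-based bounds plus 3 SD, cut at about 20% in these data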;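 also: 0% = DMSO wells while the 100% control is not disclosed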
PLCb3 inh – human PLC-beta3 inhibitors, primary screen, biochemical, fluorescence; 1-phosphatidylinositol 4,5-bisphosphate phosphodiesterase beta-3 (Homo sapiens), Q01970; AID 720704, 2013; Purified PLC-beta3, fluorogenic substrate; actives 0.18% (n = 370,000); inhibition, % at 12.2 µM; in the data active = inhibition above about 11%;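 also: 0% = median of compound wells on plate and 100% = full blocker control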
HGIII-sPLA2 inh – human group III sPLA2 inhibitors, primary screen, biochemical, QFRET, BODIPY PC-A2 liposome substrate. QFRET BODIPY PC-A2 liposome hydrolysis, fluorescence. Group 3 secretory phospholipase A2 (Homo sapiens), Q9NZ20. inhibition, % at 12.2 µM. actives 0.56% (n = 370,000);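 active = inhibition above mean plus 3 SD of compounds lying within the high and low control bounds, cut at about 19% in these data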;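 also: 0% = median of test compound wells and 100% = no enzyme DMSO wells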
Target sequence (Q9NZ20 whole entry, looked up): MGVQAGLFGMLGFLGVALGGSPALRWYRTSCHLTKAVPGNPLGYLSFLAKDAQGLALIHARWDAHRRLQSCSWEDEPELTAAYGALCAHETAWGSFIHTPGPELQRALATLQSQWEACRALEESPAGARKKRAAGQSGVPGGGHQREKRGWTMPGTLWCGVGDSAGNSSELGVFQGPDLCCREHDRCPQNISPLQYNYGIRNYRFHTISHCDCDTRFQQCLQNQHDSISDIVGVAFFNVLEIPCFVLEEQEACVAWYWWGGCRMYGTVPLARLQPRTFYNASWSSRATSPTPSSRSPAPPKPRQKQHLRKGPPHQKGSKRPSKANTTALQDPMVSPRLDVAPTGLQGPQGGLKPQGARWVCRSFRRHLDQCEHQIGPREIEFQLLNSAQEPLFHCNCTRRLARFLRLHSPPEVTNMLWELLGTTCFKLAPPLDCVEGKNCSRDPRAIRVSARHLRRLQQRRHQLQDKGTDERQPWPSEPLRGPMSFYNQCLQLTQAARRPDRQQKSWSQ
DAX1 inh-1 – DAX1 (NR0B1) inhibitors, primary screen, cell-based, HEK293, Gal4-DAX1, luciferase luminescence; actives 0.99% (n = 340,000); Nuclear receptor subfamily 0 group B member 1 (Homo sapiens), P51843; HEK293 Gal4-DAX1 luciferase reporter; AID 504766, 2011; inhibition, % at 6.75 µM;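 active = inhibition above the mean over all tested compounds plus 3 SD, cut at about 4.2% in these data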;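 also: 0% = DAX1-transfected cells with DMSO and 100% = empty-vector control cells with DMSO; inhibition shows as a rise in luminescence from relieved DAX1 repression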
Target sequence (P51843 207-470 limits assumed): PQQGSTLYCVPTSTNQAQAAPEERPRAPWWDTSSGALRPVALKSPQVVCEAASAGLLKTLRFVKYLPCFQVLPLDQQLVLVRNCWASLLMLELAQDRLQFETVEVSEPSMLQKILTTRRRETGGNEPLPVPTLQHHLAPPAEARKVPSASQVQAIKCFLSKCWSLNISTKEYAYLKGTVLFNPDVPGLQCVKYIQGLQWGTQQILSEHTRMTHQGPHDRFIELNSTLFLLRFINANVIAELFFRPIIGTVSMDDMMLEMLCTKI
FXN GAA850 act – FXN promoter activators, primary screen, cell-based, luciferase luminescence, HEK293 lucGAA850; actives 0.56% (n = 360,000); activation, % at 6 µM; HEK293 lucGAA850 FXN promoter luciferase reporter, 24 h; percent of 10 µM SAHA response;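 active = activation above the average of all compounds screened plus 3 SD, cutoff fixed separately per campaign, cut at about 7.5% in these data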;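 also: 0% = DMSO wells and 100% = 10 µM SAHA wells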
ssDAF-12 act – S. stercoralis DAF-12 nuclear receptor activators, primary screen, cell-based, luminescence, HEK293, GRIP1 co-expression, lit1-tk-luc. actives 1% (n = 370,000). HEK293 ssDAF-12/GRIP1 lit1-tk-luc reporter; % of 3 µM dafachronic acid response. AID 652126, 2013. activation, % at 6.8 µM;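 active = activation above the mean over all tested compounds plus 3 SD, cut at about 0.9% in these data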;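 also: 0% = DMSO-only wells and 100% = 3 µM delta7-dafachronic acid wells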
ADAM17 inh – ADAM17 inhibitors, primary screen, biochemical, QFRET. recombinant ADAM17, EDANS/DABCYL FRET peptide cleavage. inhibition, % at 6.95 µM. actives 0.83% (n = 370,000);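 active = inhibition above the mean of compounds lying between control limits plus 3 SD, set per campaign, cut at about 8.5% in these data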;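 also: 0% = DMSO-only wells as the low control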
PLCg1 inh – PLC-gamma1 enzyme inhibitors, primary screen, biochemical, fluorescence, purified enzyme; inhibition, % at 12.2 µM; fluorogenic substrate; AID 720700, 2013; actives 0.84% (n = 370,000); in the data active = inhibition above about 9.5%
DAX1 inh-2 – DAX1 (NR0B1) inhibitors on StAR promoter, primary screen, cell-based, luminescence, SF-1 (NR5A1), full-length DAX-1; HEK293T StAR-luciferase reporter, SF-1/DAX-1 repression relief; inhibition, % at 6.8 µM; actives 1.1% (n = 370,000); AID 652010, 2013;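 active = inhibition above the mean over all tested compounds plus 3 SD, cut at about 3.6% in these data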;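 also: 0% = DAX-1 cells with DMSO and 100% = cells lacking DAX-1 with DMSO; higher inhibition means more luminescence from relief of DAX-1 repression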
hgDAF12 agonist – H. glycines DAF-12 receptor agonists, primary screen, cell-based, luminescence, HEK293, GAL4 fusion, UAS-luciferase. Nuclear hormone receptor DAF-12 (Heterodera glycines), GAL4 fusion. HEK293 GAL4-hgDAF12 UAS-luciferase reporter, agonist luminescence; normalized to butyrate control. activation, % at 6.8 µM. actives 1.8% (n = 370,000);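 active = activation above a cutoff set at the mean of all screened compounds plus 3 SD, cut at about 10% in these data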;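 also: 0% = DMSO wells and 100% = sodium butyrate wells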
hcDAF-12 act – H. contortus DAF-12 nuclear receptor activators, primary screen, cell-based, luminescence, HEK293, lit1-tk-luc reporter. HEK293 hcDAF-12 lit1-tk-luc reporter; 0% DMSO, 100% Δ7-dafachronic acid. activation, % at 6.8 µM. actives 1.4% (n = 370,000);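 active = activation above the mean of all tested compounds plus 3 SD, cut at about 5.5% in these data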;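 also: 100% = response to 3 µM Δ7-dafachronic acid high control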
Numbers without * were called inactive; i = inactive; · = no result given.

Results follow in this order: hcDAF-12 act	HGIII-sPLA2 inh	ssDAF-12 act	DAX1 inh-1	FXN GAA850 act	PLCg1 inh	ADAM10 inh	hgDAF12 agonist	DAX1 inh-2	ADAM17 inh	PLCb3 inh
1) C[C@@H]1O[C@@H](O[C@@H]2[C@@H](O)[C@H](OCCc3ccc(O)c(O)c3)O[C@H](CO)[C@H]2OC(=O)/C=C/c2ccc(O)c(O)c2)[C@H](O)[C@H](O)[C@H]1O
→ -0.3	-6.5	-1.4	2.4	-0.3	-11.3	-12.4	-3.1	-0.3	-3.0	-17.2
2) COc1cc(/C=C/C(=O)Nc2cccc(S(=O)(=O)NC3=NCCCCC3)c2)ccc1OCC#N
→ -1.0	-23.1	-1.5	-2.5	-3.2	-17.8	-8.9	-4.5	-0.3	-13.1	-36.3
3) COC(=O)c1nnn(CC(=O)NC(=O)Nc2cccc(C)c2C)c1C(=O)OC
→ -0.1	-2.5	-1.1	-0.7	0.3	2.9	-2.9	-0.5	-0.6	-1.1	-2.3
4) Cc1cc(C)n(CC(O)CN2c3ccccc3Sc3ccccc32)n1 (centres undefined)
→ -2.5	-6.0	-1.4	-2.0	-3.9	-0.4	12.8	-1.3	-1.0	5.4	0.6
5) COc1cc(/C=N/N=C/c2cc(OC)c(O)c(OC)c2)cc(OC)c1O
→ -1.3	2.0	-1.3	-1.2	2.4	-3.5	-0.8	0.1	0.0	3.2	-0.9
6) CC(C)(CC(=O)O)CC(=O)N1CCCN(c2nc3ccc(Cl)cc3s2)CC1
→ 1.9	-5.9	-1.0	0.7	1.8	0.2	2.5	3.3	0.7	1.9	-5.2
7) O=C(c1ccco1)N1CCN(c2ccc(S(=O)(=O)N3CCCC3)cc2)CC1
→ -0.3	-0.9	-0.9	-0.6	1.4	-2.5	-7.7	1.0	-1.0	-6.6	-3.0
8) CCN(CC)C(=O)[C@H]1CC(CC(=O)NCCC2=CCCCC2)C(=O)N2CCc3c([nH]c4ccccc34)[C@]12C (some centres undefined)
→ -0.7	-15.4	-1.4	-1.2	-2.9	-0.8	0.8	-2.4	1.0	2.1	-0.1
9) CC(=O)NCCNc1nc2cc(-c3ccccc3C)sc2c(=O)n1C
→ -1.0	-1.2	-1.0	·	1.2	1.0	-15.7	1.9	-0.4	-5.5	2.2
10) O=C(NC1CCCC1)C1CC(=O)N(c2ccccc2)C1 (centres undefined)
→ -1.4	-0.7	-0.8	0.7	-2.5	0.3	-0.2	0.4	-0.1	-0.9	3.9
11) Cc1sc(NC(=O)C2CCCC2)c(C#N)c1C
→ 3.1	7.8	-0.1	0.8	1.4	-13.0	-0.3	1.0	-0.1	6.2	-19.1
12) O=C(c1ccncc1)N1CC[C@H]2[C@H](CCCN2Cc2ccc(F)cc2)C1
→ -1.4	-4.4	-0.9	·	·	2.5	-25.2	5.5	-0.3	1.1	3.7
13) Cn1nnnc1SCC(=O)Nc1ccccc1C(=O)NCc1ccccc1
→ 0.8	12.6	-1.7	1.6	2.1	-2.5	-3.7	-0.6	-0.4	-3.6	1.9
14) CCOc1ccc(Br)cc1S(=O)(=O)Nc1ccc(C(=O)Nc2ccccc2OC)cc1
→ -0.5	-73.4	-1.6	3.5	-0.8	-11.2	1.0	1.2	0.0	-3.6	-9.5
15) c1nc(NC2CCCC2)c2[nH]cnc2n1
→ -0.5	0.4	-1.9	-0.9	0.4	2.0	5.5	1.3	0.7	1.7	4.5
16) O=C(C1CCCN(Cc2ccc(F)cc2)C1)N1CCCCC1 (centres undefined)
→ -0.7	10.4	-1.1	2.4	0.8	6.8	-2.2	0.8	0.4	1.1	-0.8
17) COCCn1c(SCC(=O)N2CCCC2)nnc1-c1ccco1
→ -2.6	11.7	-1.4	-1.1	-0.7	8.1	-9.5	0.4	0.4	-7.2	-6.8
18) CCCn1c(SCC(=O)NCc2ccco2)nc2c1c(=O)n(C)c(=O)n2C
→ -0.4	0.1	-0.8	0.0	-1.2	2.4	-5.7	-1.2	-0.1	-3.1	-3.8
19) CCOc1ccc2cc(C#N)c(SCC(=O)N3CCOCC3)nc2c1
→ 2.7	-1.1	0.4	2.6	9.7*	-55.8	i	10.6*	2.7	-127.2	-74.8
20) O=C(Nc1ccc2c(c1)OCO2)C1CC(=O)N(c2ccc(F)cc2)C1 (centres undefined)
→ -1.3	-4.5	-0.9	1.2	0.9	0.1	-3.3	-1.3	-0.6	-1.8	-7.3

A draw from above in order of molecular weight, lowest first:
Results follow in this order: hcDAF-12 act	HGIII-sPLA2 inh	ssDAF-12 act	DAX1 inh-1	FXN GAA850 act	PLCg1 inh	ADAM10 inh	hgDAF12 agonist	DAX1 inh-2	ADAM17 inh	PLCb3 inh
10) O=C(NC1CCCC1)C1CC(=O)N(c2ccccc2)C1 (centres undefined)
→ -1.4	-0.7	-0.8	0.7	-2.5	0.3	-0.2	0.4	-0.1	-0.9	3.9
20) O=C(Nc1ccc2c(c1)OCO2)C1CC(=O)N(c2ccc(F)cc2)C1 (centres undefined)
→ -1.3	-4.5	-0.9	1.2	0.9	0.1	-3.3	-1.3	-0.6	-1.8	-7.3
9) CC(=O)NCCNc1nc2cc(-c3ccccc3C)sc2c(=O)n1C
→ -1.0	-1.2	-1.0	·	1.2	1.0	-15.7	1.9	-0.4	-5.5	2.2
13) Cn1nnnc1SCC(=O)Nc1ccccc1C(=O)NCc1ccccc1
→ 0.8	12.6	-1.7	1.6	2.1	-2.5	-3.7	-0.6	-0.4	-3.6	1.9
18) CCCn1c(SCC(=O)NCc2ccco2)nc2c1c(=O)n(C)c(=O)n2C
→ -0.4	0.1	-0.8	0.0	-1.2	2.4	-5.7	-1.2	-0.1	-3.1	-3.8
8) CCN(CC)C(=O)[C@H]1CC(CC(=O)NCCC2=CCCCC2)C(=O)N2CCc3c([nH]c4ccccc34)[C@]12C (some centres undefined)
→ -0.7	-15.4	-1.4	-1.2	-2.9	-0.8	0.8	-2.4	1.0	2.1	-0.1

The results go on:
Results follow in this order: hcDAF-12 act	HGIII-sPLA2 inh	ssDAF-12 act	DAX1 inh-1	FXN GAA850 act	PLCg1 inh	ADAM10 inh	hgDAF12 agonist	DAX1 inh-2	ADAM17 inh	PLCb3 inh
21) Cc1c(NC(=O)C(C)OC(=O)c2cccs2)c(=O)n(-c2ccccc2)n1C (centres undefined)
→ 1.8	-3.0	-1.1	0.2	-1.1	3.9	8.6	-0.5	-0.2	2.4	5.2
22) CC(C)CNS(=O)(=O)/C=C/c1ccccc1CCNC(=O)OC(C)(C)C
→ -2.6	-2.5	-0.9	·	·	3.8	5.4	-0.4	-2.0	-1.7	3.4
23) CCOC(=O)c1cc2sccc2n1CC(=O)Nc1ccc(OC)c(OC)c1
→ -0.5	-4.6	-1.8	0.2	-1.6	-3.1	2.5	-3.0	-0.5	-1.2	-4.9
24) OCC1(Cc2cccc(F)c2)CCN(Cc2ccc3cccc(F)c3n2)CC1
→ 1.8	-14.6	-0.4	0.3	-0.8	-5.2	-4.7	0.0	-0.2	-3.0	-3.8
25) Cc1ccc(NC(=O)C2CCN(S(C)(=O)=O)CC2)cc1C
→ -1.2	0.5	-0.9	0.2	1.6	3.1	4.7	-1.5	0.2	-1.7	4.4
26) CN(CCNS(=O)(=O)c1ccc2c(c1)oc(=O)n2C)Cc1ccccc1
→ 1.1	6.6	-0.7	-0.1	-0.1	2.4	-15.2	0.5	-0.2	-4.1	-3.1
27) CCC(=O)NC(c1ccccc1)c1c(OC(C)=O)ccc2ccccc12 (centres undefined)
→ -1.6	-7.9	-1.1	-0.5	-1.3	-1.5	-12.9	-0.4	0.3	-0.9	0.1
28) COc1ccccc1N1CCN(S(=O)(=O)CCNC(=O)CC2CCCCC2)CC1
→ -2.4	-4.2	-0.9	-0.2	-2.8	0.9	0.8	-2.2	-4.1	-0.2	-4.0
29) Cc1ccc(-n2nc3c(=O)n(C(C)C(=O)NCc4ccco4)nc(C)c3c2C)cc1 (centres undefined)
→ -1.9	0.6	-1.5	-0.4	1.3	3.1	-0.3	-0.2	-2.1	-2.1	-3.4
30) CCOC(=O)[C@]12CCCCC/C=C\1N(CCc1ccc(Cl)cc1)C(=O)[C@H]2CC(=O)N1CCC(c2ccccc2)CC1
→ -0.3	1.9	-1.6	·	·	-0.8	7.2	-0.4	-0.5	1.4	-1.5
31) Cc1ccccc1OCCCn1c(=O)sc2ccccc21
→ 1.6	1.4	-0.3	0.3	2.9	-1.3	-0.4	10.2	1.1	0.0	1.8
32) Cc1cc(O)cc(O)c1C(=O)Cc1ccccc1
→ -3.7	-18.6	-0.9	-2.7	0.6	-0.2	3.5	-2.8	-1.0	2.0	0.1
33) CNS(=O)(=O)c1ccc(NC(=O)Nc2ccc3c(c2)OCO3)cc1
→ 4.2	-15.7	0.1	4.2*	4.2	1.3	6.0	18.5*	2.7	3.4	-5.2
34) COc1ccc(Cn2cc([N+](=O)[O-])nc2C)cc1[N+](=O)[O-]
→ -0.6	8.9	-1.4	0.7	0.0	2.8	-9.2	-1.0	0.1	-2.5	-5.1
35) Cn1nnnc1NCc1cccc(Cl)c1Cl
→ 0.2	0.6	-1.2	0.5	3.3	5.6	3.8	-2.9	0.7	-3.3	-3.3
36) CCCCCn1c(=O)[nH]c2cc(C(=O)NCc3ccc4c(c3)OCO4)ccc2c1=O
→ -0.5	0.3	-1.0	-0.2	-1.2	1.0	-4.0	-1.3	0.3	-7.3	-0.6
37) Cc1cccc(OCC(=O)N(Cc2ccc(C)o2)C2CCS(=O)(=O)C2)c1 (centres undefined)
→ -1.3	-2.1	-1.5	0.5	0.8	-0.5	4.8	1.6	0.6	-3.2	-6.2
38) COc1ccc(S(=O)(=O)n2nc(OC(=O)c3c(-c4ccccc4Cl)noc3C)cc2N)cc1
→ -1.9	-17.4	-1.2	-0.8	-1.6	1.5	15.4	-2.4	-1.0	3.1	0.6
39) CCOCCc1nnc(NC(=O)c2cc(OC)c(OC)cc2[N+](=O)[O-])s1
→ -0.5	-2.0	-0.7	-1.0	0.9	0.0	13.7	-0.3	0.7	0.3	-2.7
40) CN(C)CCSc1nc2cc(S(=O)(=O)N3CCCCC3)ccc2o1
→ -0.3	-13.8	-0.9	0.0	0.7	4.2	-1.1	-2.7	0.1	3.0	-1.2
41) CCOc1ccc(N2C(=O)CC(Cc3ccc(Br)cc3)C2=O)cc1 (centres undefined)
→ -2.3	-17.6	-1.2	-0.6	-0.2	0.8	5.9	-3.5	-0.7	1.6	-3.9

Not a hit list; 6.9% or so of the library scored in one or more.
